Screening data as filed in PubChem.
Efflux pump mplx: antifungal efflux pump inhibition, Nile Red retention | S. cerevisiae Candida pump triplex | inhibition, % at 10 µM | 330,000 compounds, 0.44% hits | AID 485275;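 active = plate passing quality check with inhibition over a set limit, or well fluorescence over plate mean plus 4 SD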;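 note: Nile Red retained in pooled yeast measured as flow cytometry median fluorescence; 0% = buffer negative control and 100% = Enniatin B positive control; higher means more Nile Red kept so more efflux inhibition; some compounds called inactive have numbers as strong as hits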
JMJD2C inh: human JMJD2C demethylase inhibition; Q9H3R0; GST-JMJD2C(1-420) H3K9me3 demethylation, DELFIA europium; inhibition, % at 2.35 µM; 330,000 compounds, 0.069% hits; AID 2099;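 active = more than half of a compound's replicate wells show inhibition beyond 50%, single wells judged on their own value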;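 note: signal counts dimethyl H3K9 product captured on neutravidin plate; 0% = median of DMSO wells and 100% = 0.3 times that DMSO median; strong numbers were not always called active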
Target sequence (Q9H3R0 1-420 limits assumed): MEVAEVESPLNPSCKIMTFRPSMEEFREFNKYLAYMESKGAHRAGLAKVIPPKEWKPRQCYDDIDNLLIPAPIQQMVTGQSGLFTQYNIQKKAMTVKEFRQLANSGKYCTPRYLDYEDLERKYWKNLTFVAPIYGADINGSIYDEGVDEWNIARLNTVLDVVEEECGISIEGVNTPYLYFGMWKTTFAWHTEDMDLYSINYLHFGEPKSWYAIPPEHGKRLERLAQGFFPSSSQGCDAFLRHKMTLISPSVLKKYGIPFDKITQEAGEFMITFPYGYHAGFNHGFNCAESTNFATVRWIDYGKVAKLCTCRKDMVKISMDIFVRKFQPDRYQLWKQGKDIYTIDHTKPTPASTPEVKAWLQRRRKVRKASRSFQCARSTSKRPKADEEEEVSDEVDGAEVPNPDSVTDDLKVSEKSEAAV
TPT1 inhibitor: C. albicans TPT1 enzyme inhibition | recombinant caTPT1, FP RNA substrate dephosphorylation | 300,000 compounds, 0.81% hits | inhibition, % at 5 µM | AID 1962;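 active = inhibition above the mean of all tested compounds plus 3 SD, set per screening campaign, cut at about 24% in these data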;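 note: plate controls were DMSO alone for no effect and ferristatin control at 100 nM for full effect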
PP5 primary: PP5 (human) phosphatase inhibition; P53041; purified PP5c, OMFP substrate fluorescence; inhibition, % at 6.7 µM; 320,000 compounds, 0.18% hits; AID 1987;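 active = inhibition above the campaign's mean inhibition across all tested compounds plus 3 SD, cut at about 9.5% in these data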;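 note: 0% = DMSO only and 100% = 100 µM cantharidin control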
HCV core dimer: blocks dimerization of HCV core protein; 300,000 compounds, 0.33% hits; inhibition, % at 5 µM; AID 1899; TR-FRET GST/Flag-core106 dimerization, 1536-well;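 active = inhibition above the mean of all tested compounds plus 3 SD, set per screening campaign, cut at about 45% in these data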
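Assay system: Tagged HCV core106 pair (GST and Flag) | Buffer or medium: KF-containing HEPES buffer, pH 7.45, DTT, CHAPS, BSA | Also added: Eu donor and XL665 acceptor anti-tag antibodies | Dosing: One concentration, 5 µM, in 0.5% DMSO | Timing: 4 h at 22.5 °C | Technique: TR-FRET 671 and 617 nm emission | Repeats: Singlicate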
PREPL inhibitor: human PREPL enzyme inhibition | Q4J6C6 | recombinant PREPL, fluorescence polarization activity-based probe | inhibition, % at 5.96 µM | 320,000 compounds, 0.68% hits; in the data active = inhibition above about 43%;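 note: 0% = enzyme with DMSO and 100% = wells lacking enzyme; many of its hits are not listed in these tables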
CTSL1 counter: blocks F. hepatica cathepsin L1 in PFM18AAP counter-screen | 300,000 compounds, 0.49% hits | recombinant F. hepatica cathepsin L1, Z-Leu-Arg-MCA fluorescence | inhibition, % at 5.96 µM | AID 1906;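 active = inhibition above the mean of all tested compounds plus 3 SD, set per screening campaign, cut at about 17% in these data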;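 note: 0% = plate median of test compound wells and 100% = 1 µM Z-Phe-Ala-diazomethylketone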
LYPLA2 counter: LYPLA2 (human) inhibition in PME1 counter-screen | O95372 | recombinant LYPLA2, FP-Rh probe fluorescence polarization | inhibition, % at 5.9 µM | 320,000 compounds, 0.38% hits;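 active = inhibition above the screen-wide mean plus 3 SD, limit set per campaign, cut at about 26% in these data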;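 note: 0% = LYPLA2 with DMSO and 100% = wells lacking LYPLA2 enzyme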
Target sequence (O95372 whole entry, looked up): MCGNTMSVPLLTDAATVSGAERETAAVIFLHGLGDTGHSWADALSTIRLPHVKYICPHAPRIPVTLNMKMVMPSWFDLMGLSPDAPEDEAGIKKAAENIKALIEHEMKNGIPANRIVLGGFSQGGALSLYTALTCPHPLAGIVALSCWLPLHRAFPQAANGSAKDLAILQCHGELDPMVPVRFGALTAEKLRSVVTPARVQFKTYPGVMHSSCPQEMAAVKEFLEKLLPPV
PP1 counter: blocks human PP1-alpha phosphatase, a PP5 counter-screen; P62136; purified PP1alpha, OMFP fluorescence; inhibition, % at 6.7 µM; 320,000 compounds, 0.9% hits; AID 2235;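 active = inhibition above the mean inhibition of all tested compounds plus 3 SD, computed separately for each screening campaign, cut at about 15% in these data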
Target sequence (P62136 whole entry, looked up): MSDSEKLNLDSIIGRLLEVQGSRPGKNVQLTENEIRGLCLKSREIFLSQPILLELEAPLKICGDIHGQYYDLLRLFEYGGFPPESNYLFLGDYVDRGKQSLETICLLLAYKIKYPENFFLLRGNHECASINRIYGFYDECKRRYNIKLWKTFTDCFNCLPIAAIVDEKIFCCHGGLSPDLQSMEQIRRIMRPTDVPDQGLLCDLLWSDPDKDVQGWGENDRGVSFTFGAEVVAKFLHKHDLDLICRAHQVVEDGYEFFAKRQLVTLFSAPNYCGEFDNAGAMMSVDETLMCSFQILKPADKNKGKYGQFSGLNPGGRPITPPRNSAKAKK
The depositor's hits bear a star; i = inactive; x = not tested or not shown; & = joins results of further samples.

SMILES	Efflux pump mplx	JMJD2C inh	TPT1 inhibitor	PP5 primary	HCV core dimer	PREPL inhibitor	CTSL1 counter	LYPLA2 counter	PP1 counter
COC(=O)CC1=C(C(=O)OC)C(c2ccc3c(c2)OCO3)C(C#N)=C(N)O1 (stereo not given)	0.0	-24	-1	-0.7	-2	10	0	4	-5
Cc1ccc(S(=O)(=O)C(F)(F)F)cc1NC(=O)c1cccnc1	-0.1	-3	3	-0.2	-2	2	0	2	-6
Cc1cc(C)n2c(Br)c(CN3CCCC(C)C3)nc2n1 (stereo not given)	-0.2	-1	0	-3.2	-3	9	1	-8	-6
CCCCCN(C(=O)CCC(=O)OCc1ccc(C(C)C)cc1)c1c(N)n(CCCC)c(=O)[nH]c1=O	-0.1	5	-6	1.0	-1	11	1	4	6
CCOC(=O)c1nnn(-c2ccc([N+](=O)[O-])cc2[N+](=O)[O-])c1C	0.0	-2	0	-0.6	-2	12	0	0	-4
CC(O)COc1ccc(/C(=N/O)c2ccccc2)cc1 (stereo not given)	0.1	31	-5	-1.2	-5	4	-2	-1	3
CCCCNC(=O)N1CCCC(N(C)CCc2ccc(OC)c(OC)c2)C1 (stereo not given)	-0.2	7	-2	1.1	-11	11	1	1	0
O=C(NCc1ccccc1Cl)c1cc2c(s1)CS(=O)(=O)C2	0.0	19	2	-0.8	-3	-3	2	2	2
O=c1[nH]c(-c2ccccc2)cs1	0.1	10	-1	0.5	5	-2	-2	4	-8
O=C1c2ccccc2C(=O)c2c1ccc1c(=O)n(-c3ccccc3)[nH]c21	-1.0	-1	-2	-0.2	-57	27	5	3	3
CCc1ccccc1NC(=O)CNC(=O)c1ccccc1OCc1c(C)noc1C	0.1	5	-1	-0.6	4	6	-2	7	-3
CCOC(=O)c1cc(-c2ccc3c(c2)OCCO3)nc2c1c(C)nn2CCC#N	0.2	5	0	2.9	3	11	5	2	1
CCN1CCN(c2ccc(NC(=O)c3ccco3)cc2)CC1	0.2	2	2	1.5	-10	11	0	-6	-4
O=C(NCc1ccccn1)C(=O)N/N=C/c1ccccc1O	0.1	4	-3	0.8	6	-7	-2	-1	-1
O=C(COC(=O)Cc1ccc(Br)cc1)NC12CC3CC(CC(C3)C1)C2	-0.1	15	1	2.7	6	17	-4	7	11
CC1(c2nnc(-c3ccc(F)cc3)o2)CC(c2ccncc2)=NO1 (stereo not given)	0.0	5	-3	2.0	-6	-6	-1	-1	-1
CC(C)c1ccc(NC(=O)CSC(C)c2nc3ccccc3c(=O)[nH]2)cc1 (stereo not given)	-0.1	-4	-4	-1.3	4	19	8	4	0
CN(C)C(CNC(=O)C1CCN(C(=O)/C=C/c2ccccc2)CC1)c1ccccc1 (stereo not given)	0.1	33	5	0.6	-1	2	2	-7	1
O=C(c1ccc(S(=O)(=O)Nc2ccccc2)cc1)N1CCOCC1	0.1	0	0	2.7	4	1	-4	5	2
O=C(CCS(=O)(=O)Cc1ccccc1)Nc1nc2c(s1)CCCC2	0.2	-8	0	2.6	-10	6	-6	6	1
CC(C)C(NS(=O)(=O)c1ccccc1)C(=O)N1CCCCCC1 (stereo not given)	0.2	3	-1	-0.6	-2	3	5	0	1
CC(=O)N(O)CCCCCNC(=O)CCC(=O)N(O)CCCCCNC(=O)CCC(=O)N(O)CCCCCN	0.3	-11	1	-0.3	7	0	2	4	-1
c1ccc2c(c1)cnc1ccccc12	-0.1&0.2	1&22	0&-1	0.4&-1.3	-8&0	-3&9	5&3	1&3	-2&-3
O=C(O)c1cc2ccc3ccccc3c2[nH]1	-0.1	-3	-3	2.0	12	20	4	6	-2
O=C(OCC(=O)N1CCN(C(=O)c2ccco2)CC1)c1ccccc1OCc1ccc(Cl)cc1	0.0	0&-20	1	2.5	6	23	-7	8	0
O=C1CSc2ccc(S(=O)(=O)NCc3ccc(Cl)cc3)cc2N1	0.0	-2	-5	1.8	-17	4	3	0	1
Cc1ccc(C2(C)NC(=O)N(CC(=O)c3ccc4c(c3)OCCO4)C2=O)cc1 (stereo not given)	-0.3	12	x	1.1	x	-3	x	1	0
C=CCn1c(C2CC2)n[nH]c1=S	0.2	5	-1	-4.0	-3	-5	-2	1	-2
CCOc1cccc(/C=N/NC(=O)CC2C(=O)NN=C2C)c1O (stereo not given)	0.0	1	0	2.1	-2	-5	-2	9	-2
O=C(CN1C(=O)NC2(CCCc3ccccc32)C1=O)NCc1cccs1 (stereo not given)	0.2	0	x	-2.6	x	-1	x	-6	-4

3 entries from above in another layout:
Second line of a record: Efflux pump mplx	JMJD2C inh	TPT1 inhibitor	PP5 primary	HCV core dimer	PREPL inhibitor	CTSL1 counter	LYPLA2 counter	PP1 counter
- O=C1CSc2ccc(S(=O)(=O)NCc3ccc(Cl)cc3)cc2N1
→ 0.0	-2	-5	1.8	-17	4	3	0	1
- Cc1ccc(C2(C)NC(=O)N(CC(=O)c3ccc4c(c3)OCCO4)C2=O)cc1 (stereo not given)
→ -0.3	12	x	1.1	x	-3	x	1	0
- C=CCn1c(C2CC2)n[nH]c1=S
→ 0.2	5	-1	-4.0	-3	-5	-2	1	-2

Other structures:
SMILES	Efflux pump mplx	JMJD2C inh	TPT1 inhibitor	PP5 primary	HCV core dimer	PREPL inhibitor	CTSL1 counter	LYPLA2 counter	PP1 counter
c1ccc2c(-c3cc(C4CCNCC4)[nH]n3)cccc2c1	0.1	0	4	-0.3	-9	40	1	-8	-4
O=C(NCc1ccccc1Cl)C1CCN(c2cnccn2)CC1	-0.1	1	-1	-2.7	-4	5	2	13	-1
O=C(NCc1cccs1)C1CCC(CNS(=O)(=O)c2ccccc2)CC1 (stereo not given)	0.1	1	2	-1.9	3	1	-3	2	-2
CC(=O)Nc1ccc(-c2nc3ccccc3o2)cc1	-0.1	-12	-2	1.6	-5	-11	0	1	-2
CC(C(=O)Nc1ccc(N2CCOCC2)cc1)N1C(=O)c2ccccc2C1=O (stereo not given)	-0.1	5	-1	1.8	-1	14	6	1	-2
O=C(CN1C(=O)COc2ccccc21)NCCCN1CCCC1	-0.1	29	-1	-0.7	-5	2	-1	-3	-1
CC1(C)OC(=O)C2(Cc3ccccc3N3CCCCC32)C(=O)O1 (stereo not given)	0.0	3	-2	0.5	-7	1	-3	9	0
CCOC(=O)N1CCN(c2ccc([N+](=O)[O-])cc2F)CC1C (stereo not given)	-2.9	-3	-1	-0.8	-4	5	1	1	0
Cn1c(=O)c2c(nc(CN3CCC(C(N)=O)CC3)n2CCCc2ccccc2)n(C)c1=O	0.0	-6	-2	-0.9	5	-2	-1	0	0
COC(=O)c1cc(NS(=O)(=O)c2ccc(N3CCOCC3)c(N)c2)cc(C(=O)OC)c1	-0.1	2	0	1.9	11	0	3	0	-2
O=C(Nc1nnc(-c2ccccc2Cl)s1)C1CCN(S(=O)(=O)c2ccc(Cl)cc2)CC1	0.5	-2	1	0.9	0	-1	-10	2	-4
COc1ccc(CNC(=O)C(OC(=O)c2nsc(Cl)c2Cl)C(C)C)cc1 (stereo not given)	0.1	-4	-2	0.2	-1	-5	1	4	1
Oc1ccc(Cl)cc1CNCc1ccc(Cl)nc1	-0.1	9	x	-1.9	x	1	x	-1	-6
O=C(c1cnn2c(C(F)F)cc(-c3ccccc3)nc12)N1CCc2ccccc21	0.3	-1	-4	5.9	-5	-3	-9	-1	2
CC(C)CC(=O)Nc1nc2ccc(S(C)(=O)=O)cc2s1	0.2	-8	0	1.9	-7	-7	2	-1	1
CCOc1ccc(S(=O)(=O)Nc2nc3ccccc3nc2N2CCN(C)CC2)cc1	0.0	1	-2	1.5	4	6	2	0	1
O=C(Nc1ccn(C2CC(OC(=O)c3ccccc3)C(CO)O2)c(=O)n1)c1ccccc1 (stereo not given)	-0.7	14	0	-1.3	-4	-5	1	26*	0
CCn1c(/C=C/c2ccccc2Cl)nc2ccccc2c1=O	0.7	30	2	-2.1	6	17	6	-11	2
O=C(Nc1ccccc1N1CCCCC1)c1ccccc1F	-0.1	-12	-5	-0.9	7	-4	6	0	-1
CCOC(=O)N1CCN(C(=O)C(=O)N/N=C/c2ccc(OC)cc2OC)CC1	-0.1	2	-7	-2.9	-4	13	1	-1	-2
CCOC(=O)N1CCN(C(=O)CS(=O)Cc2nc(-c3cccc(C)c3)oc2C)CC1 (stereo not given)	0.0	-7	2	2.7	-4	5	-4	-4	-1
COc1ccc(Nc2nc3c(C)cccn3c(=O)c2C=NCc2ccccc2)cc1	0.0	-3	-2	2.6	-1	11	-1	-6	8
CNc1nc(-c2cccs2)cc(C(F)(F)F)c1C#N	-0.1	5	0	-1.6	4	0	3	-4	0
Cc1ccc(C(=O)N/C(=C\c2ccco2)C(=O)NCCc2c[nH]c3ccccc23)cc1	-0.8	-5	-2	2.5	-1	-2	2	3	3
CC(C)Cn1c([N+](=O)[O-])nc2c1c(=O)[nH]c(=O)n2C	0.1	-17	-1	3.1	-1	-2	0	2	-2
CCOc1cc(/C=C/c2ccc3cccc([N+](=O)[O-])c3n2)cc(Cl)c1O	-0.4	1	-2	0.8	15	21	6	2	0
Cc1nc2ccccc2n1Cc1ccccc1Br	0.0	-19	2	1.3	-7	-8	1	13	-1
Cc1ccnc(NC(=O)C2CCCN(c3ncnc4c3nc3n4CCCCC3)C2)c1 (stereo not given)	0.3	-24	0	0.4	1	22	3	-2	2
Cc1cc(-n2c(C)cc(C(=O)COc3ccc4ccc(=O)oc4c3)c2C)no1	0.1	3	1	2.0	16	-8	-1	-1	0
CCN(CC(=O)NCc1ccc2c(c1)OCO2)S(=O)(=O)c1ccc(F)cc1	0.1	-1	-1	-0.7	-4	1	1	-8	1
Nc1ccc(N(c2ccccc2)c2ccc(N)cc2)cc1	0.0	-1	-1	1.0	0	48*	-3	4	17*
CC(C)(C)c1ccc(-c2nnc(SCCC#N)n2C2CCCC2)cc1	-0.1	i	0	-1.5	7	-19	5	3	1
[O-][n+]1onc2c3cc(-c4ccccc4)nnc3ccc21	0.0	0	-5	3.7	9	13	2	8	1
CCOC1CCc2c(C)nc(N)nc2S1 (stereo not given)	0.3	-19	3	0.5	-2	6	-1	-2	-2
Cc1ccc(NC(=O)COC(=O)c2ccc(=O)n(Cc3ccccc3)n2)cc1F	0.1	-2	0	0.8	7	-4	13	2	1
CCOc1ccc(NC(=O)c2cc(SC)ccc2Cl)cc1	0.1	11	-1	1.2	0	4	0	-4	-5
Cc1cc(OCC(O)CN2CCCC2)cc(C)c1Cl (stereo not given)	-0.3	-6	0	-0.6	-4	5	-1	1	1
CC1(C)CC(=O)CC(C)(C)N1OC(=O)c1ccccn1	-0.1	4	-7	-4.1	-2	21	3	1	-1
Cc1nnc(Nc2ccc3c(c2)OCO3)c2ccccc12	0.0	3	2	2.5	-6	2	-2	6	-6
CC1CCN(c2ccc([N+](=O)[O-])cc2C(=O)NCC2CCCO2)CC1 (stereo not given)	-0.5	-42	-1	2.1	-9	7	4	6	1
COc1nc(N)nc(N2CCOCC2)n1	0.0	3	2	-1.4	-3	3	2	-8	-4
COC(=O)c1cc(-c2ccc(Br)cc2)on1	-0.2	4	-3	-2.5	1	-5	2	-2	2
Cn1nc(C(F)(F)F)c(-c2ccccc2)c1NC(=O)c1nccnc1C(=O)O	0.1	-19	0	1.2	0	6	-2	2	25*

Only part of the results is shown; rates above refer to the full screens.
